Compound activity deposited in PubChem by Sanford-Burnham Center for Chemical Genomics.
CCR6 antag – antagonists of human CCR6 receptor | CHO-K1 CCR6 PathHunter beta-arrestin, luminescence, CCL20-stimulated | 340,000 tested, 0.49% active | AID 493098 | inhibition, % at 20 µM | P51684;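 active means compounds whose inhibition of the agonist-driven luminescence signal at 20 µM reaches about 50%, limit read from the data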;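 further: cells stimulated with CCL20 at 14 nM final; plate controls were DMSO with CCL20 for no effect and DMSO without agonist for full effect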
Target sequence (P51684 whole entry, looked up): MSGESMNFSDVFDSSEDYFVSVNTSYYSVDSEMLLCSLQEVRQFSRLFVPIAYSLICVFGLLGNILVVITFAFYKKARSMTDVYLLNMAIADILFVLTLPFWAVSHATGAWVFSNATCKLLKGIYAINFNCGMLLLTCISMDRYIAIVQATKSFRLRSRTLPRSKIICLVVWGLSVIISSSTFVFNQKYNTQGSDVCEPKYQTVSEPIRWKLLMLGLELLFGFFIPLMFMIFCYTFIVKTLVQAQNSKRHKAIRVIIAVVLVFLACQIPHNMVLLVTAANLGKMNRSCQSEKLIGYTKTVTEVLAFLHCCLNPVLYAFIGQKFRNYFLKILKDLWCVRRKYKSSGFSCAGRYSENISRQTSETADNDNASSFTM
Gli-Sufu antag – Gli-Sufu pathway antagonism; 340,000 tested, 0.74% active; Sufu-KO-LIGHT fibroblasts, Gli luciferase reporter luminescence; AID 588413; inhibition, % at 5 µM;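 active means inhibition above about 55%, limit read from the data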;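 further: 0% = DMSO-treated cells and 100% = wells with medium but no cells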
CXCR6 inh – inhibitors of human CXCR6 receptor | O00574 | CHO-K1 PathHunter CXCR6 beta-arrestin, luminescence | inhibition, % at 20 µM | 360,000 tested, 0.36% active; in the data active means inhibition above about 34%, passing the limit was not always enough;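 further: antagonist mode with CXCL16 agonist at 10 nM final; 0% = 10 nM CXCL16 with DMSO and 100% = unstimulated wells without agonist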
EBI2 block – EBI2 (human) antagonism; 360,000 tested, 0.81% active; P32249; inhibition, % at 5 µM; EBI2 beta-arrestin recruitment, luminescence, 7a,25-OHC stimulated; in the data active means inhibition above about 38%;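 further: enzyme fragment complementation signal reports receptor beta-arrestin coupling in cells; 0% = agonist plus DMSO wells and 100% = wells without agonist; some results beyond the cut were filed as inactive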
MPTP inh – permeability transition pore inhibition | isolated mouse mitochondria, Ca2+ swelling absorbance, 30 min | AID 602449 | inhibition, % at 10 µM | 360,000 tested, 1.4% active;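 active means inhibition of 50% or more, scaled per plate between neutral and stimulator controls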;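 further: 0% = DMSO wells given calcium and 100% = 1 mM EGTA wells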
NR3A LBD binder – NR3A (human) ligand-binding domain modulation. NR3A LBD differential scanning fluorimetry, Tm shift; 0% = protein alone, 100% = glycine-bound protein. Tm shift relative to glycine control, % at 25 µM. 340,000 tested, 2.5% active;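 active means melting temperature shift of at least 10% of the positive control shift, at one fixed dose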
A3A deaminase – human APOBEC3A DNA deaminase inhibition; AID 493011; 330,000 tested, 0.41% active; inhibition, % at 20 µM; P31941; recombinant A3A, FAM/TAMRA ssDNA deamination fluorescence;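 active means at least 40% inhibition at 20 µM here, with at most 30% in a related deaminase screen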;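 further: plate controls were A3A with DMSO for no effect and wells lacking A3A enzyme for full effect; some results filed as inactive read as strong as hits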
Target sequence (P31941 whole entry, looked up): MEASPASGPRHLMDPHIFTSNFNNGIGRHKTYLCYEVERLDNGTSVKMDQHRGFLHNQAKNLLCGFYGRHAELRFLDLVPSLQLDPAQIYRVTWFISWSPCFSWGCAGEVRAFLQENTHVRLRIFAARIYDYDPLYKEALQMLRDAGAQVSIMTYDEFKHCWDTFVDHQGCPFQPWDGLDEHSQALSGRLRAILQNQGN
A3G deaminase – inhibitors of human APOBEC3G DNA deaminase. Q9HC16. recombinant A3G, ssDNA deamination FAM/TAMRA fluorescence. inhibition, % at 20 µM. 330,000 tested, 0.28% active. AID 493012;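 active means inhibition of at least 40% at 20 µM, with no more than 30% in the related APOBEC3A deaminase screen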;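 further: plate controls were DMSO wells with A3G for no effect and wells lacking A3G enzyme for full effect; some compounds called inactive have numbers as strong as hits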
Target sequence (Q9HC16 whole entry, looked up): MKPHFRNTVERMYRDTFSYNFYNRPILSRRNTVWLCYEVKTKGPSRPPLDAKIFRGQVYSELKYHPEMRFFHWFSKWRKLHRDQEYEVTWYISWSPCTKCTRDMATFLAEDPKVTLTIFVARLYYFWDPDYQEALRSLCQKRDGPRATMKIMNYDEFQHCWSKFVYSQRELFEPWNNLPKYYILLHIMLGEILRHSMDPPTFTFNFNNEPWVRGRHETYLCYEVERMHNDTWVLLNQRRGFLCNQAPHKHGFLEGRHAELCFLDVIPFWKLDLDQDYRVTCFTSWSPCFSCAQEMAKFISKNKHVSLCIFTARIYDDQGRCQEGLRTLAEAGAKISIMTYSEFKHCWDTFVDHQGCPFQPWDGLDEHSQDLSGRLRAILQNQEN
Starred values were filed as active, the others as inactive; . = not tested or not shown.

SMILES | CCR6 antag | Gli-Sufu antag | CXCR6 inh | EBI2 block | MPTP inh | NR3A LBD binder | A3A deaminase | A3G deaminase
CCOC(=O)c1c(NC(=O)c2ccccc2)sc2c1CCc1ccccc1-2 | 12 | 4 | 1 | -2 | 3.3 | 2 | 0 | 58*
Cc1ccc2cc(CN(CCN3CCOCC3)C(=O)NCc3ccccc3)c(=O)[nH]c2c1C | -6 | -5 | 2 | -8 | 6.4 | -2 | . | .
COc1ccc(S(=O)(=O)N2CCOC2CNC(=O)C(=O)NCCCn2ccnc2)cc1OC (centres undefined) | 10 | -14 | 3 | 3 | -0.7 | -2 | -4 | -3
O=C(N/N=C/c1cccc(Cl)c1Cl)Nc1ccccc1 | 4 | -18 | -10 | 17 | -1.6 | 5 | 0 | -4
CCN(CC)S(=O)(=O)c1ccc2c3c(cccc13)C(=O)S2 | 11 | 5 | 2 | 7 | -1.0 | 0 | 1 | 12
NS(=O)(=O)c1ccc(Sc2ccc3c(c2)CCC3)nc1 | 8 | 3 | -2 | 9 | -0.9 | 0 | -1 | -2
O=C1NC2(CCCCC2)C(=O)N1c1ccc(Cl)cc1 | 15 | -2 | 7 | -14 | 0.6 | -1 | 4 | -4
COc1ccccc1NS(=O)(=O)c1ccc2oc(=O)ccc2c1 | 11 | -10 | 9 | 9 | -0.7 | 0 | -4 | 24
O=C(NCCc1ccccc1F)[C@@H]1CSC2c3ccccc3C(=O)N21 (some centres undefined) | 6 | -7 | 3 | 2 | 0.2 | 0 | -3 | -3
Cc1ccc(C)c(OCc2cc(C(=O)N3CCNC(=O)C3)no2)c1 | 6 | -32 | -4 | 1 | -0.8 | 3 | -4 | -8
CS(=O)(=O)c1ncc(Cl)c(C(=O)Nc2ccc3ccccc3c2)n1 | 81* | 12 | 70* | 57* | 8.4 | -21 | . | .
CCc1cc(=O)oc2cc(OCc3nn[nH]n3)ccc12 | 9 | 2 | -3 | -10 | -4.4 | 0 | 5 | -8
CC(=O)Nc1ccc(S(=O)(=O)N2CCN(C(=O)C3COc4ccccc4O3)CC2)cc1 (centres undefined) | 0 | 3 | -10 | 15 | 0.2 | 0 | -4 | -5
CC(NC(=O)c1cnccn1)c1ccc(S(N)(=O)=O)cc1 (centres undefined) | -2 | 3 | 0 | -15 | 1.6 | 1 | 0 | 2
COC(=O)c1ccc(C(=O)OC)c(NC(=O)CN(C)Cc2ccccc2)c1 | 20 | 1 | -12 | 14 | 2.3 | 0 | -1 | -2
CC(C)C(c1nnnn1Cc1ccc(F)cc1)N1CCN(C(=O)c2ccco2)CC1 (centres undefined) | -8 | 14 | 0 | 0 | 5.3 | -1 | -4 | -7
C=CCn1c(O)c(N=NC(=O)C(O)c2ccccc2)c2ccccc21 (centres undefined) | -3 | -2 | 4 | 9 | -0.4 | 2 | -6 | -6
Cc1[nH]nc2c1C(=O)CCC2 | -29 | 0 | 6 | -18 | 0.6 | -1 | 4 | 5
OC1(c2ccccc2F)CCN(Cc2nnnn2CCc2ccccc2)CC1 | 0 | 0 | 0 | 1 | -0.7 | -1 | -1 | -6
COc1ccc(-c2c[nH]c(=O)[nH]c2=O)cc1OC | 12 | 1 | 0 | -6 | 0.5 | -1 | 0 | -1
CC(NC(=O)/C(C#N)=C1\N=C(NC(=O)c2cccs2)c2ccccc21)c1ccccc1 (centres undefined) | 23 | 0 | 6 | -1 | 2.4 | -7 | 1 | -5
CSc1n[nH]c(=S)n1N | 1 | 1 | -3 | 5 | 1.6 | -2 | -2 | -3
CC(=O)Nc1c2c(nn1-c1cccc(Cl)c1)CS(=O)C2 (centres undefined) | 12 | -2 | -1 | -2 | -1.3 | -1 | -5 | -4
Cc1ccc(S(=O)(=O)CCC(=O)OC2CC(C)OC2=O)cc1 (centres undefined) | 3 | -5 | -1 | -22 | -0.6 | 2 | -1 | -4
Cc1ccc(SCCSc2nc(C)cc(=O)[nH]2)cc1 | 10 | -28 | 10 | 7 | -0.1 | 1 | -1 | -1
CC(NS(=O)(=O)c1ccc2c(c1)CC(=O)N2C)c1ccccc1 (centres undefined) | -3 | -4 | -10 | -11 | 0.7 | -2 | -3 | -5
C/C(=N/NC(=O)c1cc(C2CC2)[nH]n1)c1cccs1 | -2 | -31 | -3 | 7 | -1.7 | -1 | -1 | 14
Cc1ccc(NS(=O)(=O)c2ccc(NC(=O)C(C)Sc3ccc(Cl)cc3)cc2)c(C)c1 (centres undefined) | -7 | 13 | 0 | -3 | 47 | 13* | -4 | -6
CC(C)(C)C(CCl)C(=O)NN=C(c1ccccc1)c1ccccc1 (centres undefined) | 5 | -10 | 0 | -7 | 0.6 | 2 | 3 | -2
CCOC(=O)c1ccc(Nc2c(OCC)c(=O)c2=O)cc1 | 19 | 3 | -8 | 8 | 18 | 2 | -1 | 1
CC(=O)c1ccc(NC(=S)NC(C)c2ccc(Cl)cc2Cl)cc1 (centres undefined) | 2 | -1 | -22 | 11 | 95* | 22* | 3 | -3
Nc1nnc(C(F)(F)F)s1 | 9 | -12 | -1 | -2 | 0.4 | -5 | -1 | -7
COCc1cc(C)nc(N/N=C/c2ccc(-c3ccc(Cl)cc3[N+](=O)[O-])o2)c1C#N | -10 | -26 | -4 | -5 | 4.3 | -28 | . | .
O=C(Nc1ccc(F)cc1)c1cc2cc(Cl)ccc2[nH]1 | 8 | -23 | 1 | 3 | 4.7 | 2 | -3 | -7
CCc1ccc(-c2cc(C(=O)Nc3ccc(S(=O)(=O)NC(C)=O)cc3)c3ccccc3n2)cc1 | 3 | -3 | 13 | 6 | 5.3 | -10 | 2 | 1
COc1cc(C)cc2oc(=O)c(CC(=O)N3CCN(C(=O)C4COc5ccccc5O4)CC3)c(C)c12 (centres undefined) | -7 | -5 | 6 | 10 | -1.7 | -2 | -5 | -5

Three compounds already listed, sorted by the number in CXCR6 inh, falling:
SMILES	CXCR6 inh
O=C(Nc1ccc(F)cc1)c1cc2cc(Cl)ccc2[nH]1	1
Nc1nnc(C(F)(F)F)s1	-1
CC(=O)c1ccc(NC(=S)NC(C)c2ccc(Cl)cc2Cl)cc1 (centres undefined)	-22

Remaining list, next part.
SMILES | CCR6 antag | Gli-Sufu antag | CXCR6 inh | EBI2 block | MPTP inh | NR3A LBD binder | A3A deaminase | A3G deaminase
Cc1csc(NC(=O)COc2ccc3c(c2)CCC3)n1 | 6 | -4 | 6 | -4 | 0.0 | -4 | 3 | -2
COc1ccc(S(=O)(=O)N(C)C[C@H]2Oc3c(NC(=O)CCC(F)(F)F)cccc3C(=O)N([C@H](C)CO)C[C@@H]2C)cc1 | -4 | 1 | 3 | -3 | -2.3 | 10* | -1 | -9
Cn1c(CC(=O)Nc2ccc(F)cc2)c(Sc2ccccc2)c2ccccc21 | 19 | -3 | -4 | 31 | 37 | -4 | 2 | -1
O=C(NNc1ccc([N+](=O)[O-])cc1)c1ccccc1Cl | 21 | -2 | 11 | -3 | 0.1 | -1 | 4 | -7
Cc1onc(-c2c(Cl)cccc2Cl)c1C(=O)N1C(C)CCCC1C (centres undefined) | 9 | -8 | 4 | 1 | -0.3 | -1 | 4 | 7
Cc1ccc(C(=O)NC2CCN(C(=O)N3CCOCC3)CC2)cc1 | -1 | 4 | 1 | -3 | -0.1 | -1 | -2 | -2
O=C(c1cc(COc2ccc3ncccc3c2)on1)N1CCCC(O)C1 (centres undefined) | -2 | 29 | -7 | 10 | 1.6 | 0 | 5 | -4
CC1=NN(C(=O)c2ccccc2Cl)C(O)(c2cccnc2)C1 (centres undefined) | -2 | 2 | 11 | -5 | -0.1 | -1 | -1 | -3
COc1ccc(-c2cc(C3CCN(CC(O)C(F)(F)F)CC3)[nH]n2)cc1 (centres undefined) | 5 | -13 | 0 | 6 | 0.9 | 1 | -6 | -9
O=C1C=C(c2ccccc2)C(c2ccccc2)C1 (centres undefined) | 23 | 8 | 12 | 18 | 0.5 | 1 | . | .
COc1ccc(C(=O)Nc2ccc(NS(=O)(=O)c3ccccc3)cc2)cc1OC | 11 | -1 | 6 | 1 | 0.3 | -3 | 3 | -6
COCCN(Cc1cc2ccccc2[nH]c1=O)C(=O)c1ccccc1OC | 2 | 1 | -1 | -8 | -0.1 | 3 | 3 | -6

By substructure, those above with a furan ring, fused or not
SMILES | CCR6 antag | Gli-Sufu antag | CXCR6 inh | EBI2 block | MPTP inh | NR3A LBD binder | A3A deaminase | A3G deaminase
CC(C)C(c1nnnn1Cc1ccc(F)cc1)N1CCN(C(=O)c2ccco2)CC1 (centres undefined) | -8 | 14 | 0 | 0 | 5.3 | -1 | -4 | -7
COCc1cc(C)nc(N/N=C/c2ccc(-c3ccc(Cl)cc3[N+](=O)[O-])o2)c1C#N | -10 | -26 | -4 | -5 | 4.3 | -28 | . | .

Continued.
SMILES | CCR6 antag | Gli-Sufu antag | CXCR6 inh | EBI2 block | MPTP inh | NR3A LBD binder | A3A deaminase | A3G deaminase
O=C1C(SC(F)(F)C(F)F)=C(C(F)(F)F)OC2C3C=CC(C3)C12 (centres undefined) | -2 | 5 | 3 | -4 | 0.6 | 1 | 4 | 2
COc1cccc(C(c2sc3ncnn3c2O)N2CCc3ccccc3C2)c1 (centres undefined) | -6 | -1 | 1 | 0 | -1.5 | 2 | -3 | -5
COc1cccc(Cn2nnc(C(=O)NCc3ccc(F)cc3)c2N)c1 | -3 | -2 | 1 | 2 | -2.3 | -1 | -2 | -5
CC(=O)Nc1ccc(SC[C@H](Cc2ccccc2)N2CC[C@@H](C)CCC2=O)cc1 | 7 | 4 | -7 | 6 | -1.7 | 2 | -4 | -11
Cc1cccc(CS(=O)(=O)Cc2ccc(C(=O)NCCN3CCCCC3C)o2)c1 (centres undefined) | 4 | 2 | 0 | -6 | -3.4 | 0 | 1 | 0
Cc1ccc(/C=C2/C(=O)N=C(N)N2C)s1 | 8 | -10 | -13 | -3 | -0.6 | -1 | -1 | -5
CCOc1ccc(OCC)c(NC(=O)c2[nH]c(C)c(C(C)=O)c2C)c1 | 7 | -2 | -7 | -2 | 1.5 | 0 | 1 | -1
O=C(c1ccc(Cl)c(S(=O)(=O)N2CCCCC2)c1)N1CCCC(C(F)(F)F)C1 (centres undefined) | -1 | 0 | 4 | 4 | 0.5 | -1 | 2 | -6
CCOc1ccc(NC(=O)CCC(=O)O)cc1 | 15 | 5 | 0 | 6 | 1.3 | 0 | -5 | -6
Cc1ccc(CN2CC(C(=O)Nc3ncc(C)s3)CC2=O)cc1 (centres undefined) | -5 | -35 | -6 | 7 | -1.6 | 0 | 0 | -6
Cc1ccc(N2CCN(S(=O)(=O)c3ccc(F)c(C)c3)CC2)c(C)c1 | -9 | 3 | 1 | 19 | 0.7 | 5 | -4 | -7
CC(C)CNC(=S)NC(=O)c1csc([N+](=O)[O-])c1 | 7 | 25 | 6 | -6 | 4.9 | 0 | -2 | 1
CCC(=O)N(Cc1ccco1)c1nc(-c2ccccc2)cs1 | 16 | -2 | 2 | 28 | 0.9 | 1 | -1 | -4
CC(=O)c1cccc(S(=O)(=O)NC2CCCCCC2)c1 | -15 | -7 | 2 | -14 | 0.6 | 7 | 0 | 2
COc1ccc(S(=O)(=O)N2CCC3(CC2)OCCN3S(=O)(=O)c2ccccc2)cc1OC | 8 | 5 | -11 | -3 | -0.3 | 1 | 1 | 1
O=C(COC(=O)C1C2CC3OC(=O)C1C3C2)Nc1ccc(F)cc1 (centres undefined) | 6 | 9 | -4 | 10 | 0.9 | 3 | -2 | -13
Cc1cc(=O)oc2cc(OCC(=O)N/N=C/c3ccccc3[N+](=O)[O-])ccc12 | 7 | 7 | -5 | 5 | -0.1 | 3 | -4 | -7
Cc1ccc(C(=O)NNC(=O)Cc2cccs2)cc1 | -5 | -7 | -2 | 2 | 0.7 | -2 | 4 | -6
COc1cccc(OCc2nnc(SCC(=O)NCc3ccco3)n2C)c1 | -10 | 3 | -7 | -7 | -1.4 | 4 | 5 | -2
O=C(NCCN1CCN(Cc2ccccc2Cl)CC1)Nc1ccccc1 | -2 | -6 | 7 | 1 | -2.2 | -2 | -2 | -6
CC(=O)N(c1ccccc1)c1nc2ccccc2s1 | 3 | -6 | 1 | -12 | -1.0 | 2 | . | .
